hcGAS inh – human cGAS inhibition; Q8N884; recombinant h-cGAS, ATP depletion, Kinase-Glo luminescence; inhibition, % at 12.5 µM; 290,000 compounds, 0.081% hits; AID 1259398;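 also: 0% = vehicle reaction and 100% = reaction without DNA for no activity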
Target sequence (Q8N884 whole entry, looked up): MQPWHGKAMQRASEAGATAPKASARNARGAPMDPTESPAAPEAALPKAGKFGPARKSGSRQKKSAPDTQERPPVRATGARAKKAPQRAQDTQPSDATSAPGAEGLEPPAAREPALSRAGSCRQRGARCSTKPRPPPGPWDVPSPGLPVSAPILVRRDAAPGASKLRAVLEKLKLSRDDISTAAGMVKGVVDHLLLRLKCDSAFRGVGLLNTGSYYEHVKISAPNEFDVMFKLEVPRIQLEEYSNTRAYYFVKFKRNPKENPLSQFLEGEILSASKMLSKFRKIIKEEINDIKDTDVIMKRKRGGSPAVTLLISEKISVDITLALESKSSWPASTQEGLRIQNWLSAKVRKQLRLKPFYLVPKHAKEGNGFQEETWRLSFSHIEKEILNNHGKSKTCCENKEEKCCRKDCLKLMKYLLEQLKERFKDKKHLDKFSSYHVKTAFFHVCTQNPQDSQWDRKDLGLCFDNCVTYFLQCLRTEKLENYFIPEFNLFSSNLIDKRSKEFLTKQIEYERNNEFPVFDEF
mcGAS inh – mouse cGAS inhibition by luminescence; Q8C6L5; recombinant cGAS, Kinase-Glo ATP depletion luminescence; inhibition, % at 12.5 µM; 160,000 compounds, 0.15% hits; AID 1259399;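 also: 0% = negative control wells and 100% = reference inhibitor with no enzyme activity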
NPYLR7 agonist – mosquito NPYLR7 agonism | HEK293T NPYLR7/Galpha15, GCaMP6s calcium fluorescence | activation, % at 10 µM | 270,000 compounds, 0.15% hits; in the data active = activation above about 40%;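 also: 0% = vehicle and 100% = reference agonist at the receptor; some compounds past the cut are filed as inactive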
Starred values were filed as active, the others as inactive; . = not tested or not shown; & = joins results of further samples. Rule as the data show it, unless noted: active = inhibition above about 40%; inactive = the rest. Rows were taken by chance (roughly 0.27% active in at least one column).

SMILES	hcGAS inh	mcGAS inh	NPYLR7 agonist
COC(=O)c1ccc(CSc2ncnc3c2nnn3Cc2ccc(F)cc2)o1	-5	-2	17
OC(COc1cccc2[nH]ccc12)CN1CCC2(CCOC2)C1 (stereo not drawn)	1	.	0
C/C=C(\C)c1c(-c2ccccc2)ncn1Cc1cccnc1	-8&-8	-12	18
COc1ccc(C(NC(=O)c2ccc(-c3ccco3)[nH]c2=O)C2CC2)cc1 (stereo not drawn)	-9	-13	8
CCOc1ccccc1N1CCN(C(=O)CCCSc2nnc(Cc3ccccc3)n2-c2ccccc2)CC1	-1	-3	-4
N#Cc1cc(C#N)c(=S)[nH]c1N	4&4	2	2&4
CCOC(=O)C(C)Sc1nc2c([nH]c3ccccc32)c(=O)n1-c1ccccc1 (stereo not drawn)	4	-1	0
CC1(NC(=O)NCCCCCCNC(=O)NC2(C)CCS(=O)(=O)C2)CCS(=O)(=O)C1 (stereo not drawn)	-6	.	-1
CC(=O)Nc1ccc(NC(=O)C(C)(C)c2ccccc2)cc1	-16	.	9
CCC(C)C(NC(=O)Nc1ccc(C)c(C)c1)C(=O)Nc1nnc(-c2ccc3c(c2)OCO3)s1 (stereo not drawn)	-12	-6	0
C=CCOc1c(Br)cc(CNCC(OC)OC)cc1OC	-1	.	5
CCOC(=O)C(N=Nc1sc(C(=O)OCC)c(C)c1C(=O)OCC)=C(C)O	-9	-6	2
O=C(NCCN1CCOC1=O)C(=O)NCCN1CCOC1=O	-10	-3	15
COc1ccc(OC)c(S(=O)(=O)n2nc(C)c(S(=O)(=O)N3CCCCC3)c2C)c1	-10	.	4
Cc1ccccc1-c1cnc(C(O)c2cccc(C)c2C)[nH]1 (stereo not drawn)	-9	.	0
O=C(/C=C/c1cccs1)N1CCCC(c2nc(-c3cccnc3)ncc2-c2ccccc2F)C1 (stereo not drawn)	-4	-10	23
Cc1ccc(N=c2oc3cc(O)ccc3cc2C(N)=O)cc1	1	0	-6
CCOC(=O)C1CCCN(C(=O)c2nn(-c3ccc(OC)c(OC)c3)c(=O)n(Cc3ccccc3Cl)c2=O)C1 (stereo not drawn)	0	-2	12
Cc1nonc1C(=O)NC(C)c1cnn(-c2cccc3ccccc23)c1C (stereo not drawn)	-5&-7	-8	20
CNc1ncc(C(=O)N2CCC(Cn3cc(C4CCCC4)nn3)CC2)cn1	2	-2	2
COCCN(CC(=O)N(Cc1cccn1Cc1ccccc1Cl)CC(C)C)C(=O)c1cccc(C(F)(F)F)c1	-6	-4	-13
CCC1(C)NC(=O)N(NC(=O)Cc2ccc(OC)cc2)C1=O (stereo not drawn)	11	.	-3
O=C(c1ccc2[nH]ccc2c1)N1CCCC(Cn2cc(C3CCCC3)nn2)C1 (stereo not drawn)	2	.	3
CCCn1cc(C(=O)N2CCNC(C(=O)O)C2)c(C)n1 (stereo not drawn)	-4	-10	.
COc1cccc(-c2cnc(-c3cccc(CNC(=O)c4cc(F)cc(F)c4)c3)[nH]2)c1	-3	-5	1
Cc1ccc(S(=O)(=O)CNC(=O)C2c3ccccc3C(=O)N2Cc2ccc(Cl)cc2)cc1 (stereo not drawn)	-3	.	19
CC1CN(C(=O)CCN2CC3=C(C2=O)C(c2cccc(Cl)c2Cl)NC(=O)N3C)CC(C)O1 (stereo not drawn)	-6	-4	-1
CC1(C(=O)N2CCN(C(=O)c3ccco3)CC2)CCN1Cc1ccsc1 (stereo not drawn)	-3	.	5
CCOc1ccc2oc(C(=O)Nc3sc(C)c(C)c3C#N)c(C)c2c1	-6	.	4
O=C(N=Nc1c(O)[nH]c2cc3c(cc12)OCCCO3)C1CCCCC1	3	.	-1
Cn1c2c(c3ccccc31)C[C@H]1C[C@@H]2[C@@H](Oc2ccccn2)CN1C(=O)c1cc2ccccc2c(=O)o1	0	-6	9
COc1ccccc1CN1CC(OC)CN(C(=O)OCC(C)(C)C)CC1=O (stereo not drawn)	4	-1	2
Cn1ccnc1-c1nccn1CCN1CCCC(c2ccccc2)C1 (stereo not drawn)	-11	.	9
Cc1ccc(-c2nc(C=Nc3cccc4ccccc34)c(O)o2)cc1	-3	-5	3
CC(C)c1onc(C(=O)NCC2CCCO2)c1[N+](=O)[O-] (stereo not drawn)	-2	-2	9
O=S(=O)(NC1CC1)c1ccccc1Cl	-9	-6	1
CC(O)(C#CCN1CCCCC1)C1CC1 (stereo not drawn)	-4	.	0
CCS(=O)(=O)Oc1ccc(CN(CC(C)C)C(=O)Nc2ccc(Cl)c(Cl)c2)cc1	-1	-3	.
CCCc1cc(=O)n(CC(=O)N2CC(C)OC(C)C2)c(-n2nc(C)cc2C)n1 (stereo not drawn)	-11	-8	-3
CC(C)c1cc(CN(C)CC(=O)N2CCOCC2)on1	-4	-4	.
CNc1cncc(-c2ccc(C(=O)NC3CC3)cc2)n1	-12	.	2
Cn1ncc(Br)c1C(=O)NC1CCCCC1	-9	.	1
OCc1cnc(SCc2ccc(Br)cc2)n1Cc1ccc(F)cc1	-6	-8	3
O=C(CCl)N1N=C(c2ccccc2)CC1c1ccccc1 (stereo not drawn)	-5	3	-7
O=C(CSc1nnc(-c2ccc(Cl)cc2)n1-c1ccccc1)N/N=C\c1cccc(Oc2ccccc2)c1	-5	-2	10
CCCCOc1ccc(C2=N/C(=C\c3cc(OC)c(OC)c(OC)c3)C(=O)O2)cc1	-1	.	-3
COCC1(NC(=O)c2ccccc2C2CCNC2)CCCC1 (stereo not drawn)	0	.	-14
Cn1cc([N+](=O)[O-])c(C(=O)Nc2ccc3c(c2)C(=O)NC3=O)n1	-7	-1	6
COc1ccc(-c2coc3cc(O)cc(O)c3c2=O)cc1	-7	-4	-10
CCCC1CCC(C(=O)Nc2nnc(SCC)s2)CC1 (stereo not drawn)	-3	-6	55*

Next part
SMILES	hcGAS inh	mcGAS inh	NPYLR7 agonist
CCOC(=O)[C@@H]1CN2CCN(C(=O)c3csc(-c4cccs4)n3)C[C@@H]2[C@H]1c1ccccc1	-3	-6	0
CCNC(=O)Nc1ccc(N(C)C)c(CN(C(=O)Nc2cccc(F)c2)C(C)C(C)C)c1 (stereo not drawn)	-4	-8	18
COCCN(Cc1cccn1Cc1ccccc1)C(=O)CN(CCC(C)C)C(=O)c1ccc(C(F)(F)F)cc1	-3	-3	13
COc1cccc(Cc2nsc(N(CCC(=O)N3CCN(c4ccccc4F)CC3)Cc3ccco3)n2)c1	-4	0	-12
CCCCCc1ccc(C(=O)Nc2ccc(-n3nc(OCC(C)C)nc3-c3ccc(C(F)(F)F)cc3)cc2)cc1	2	-2	7
CC(=O)c1c(C)[nH]c(C(=O)OCC(=O)N2CC(C)CC(C)C2)c1C (stereo not drawn)	-9	.	4
COc1cccc(COC(CN2CCN(C(=O)C3CCCCC3)CC2)c2ccc(Cl)cc2)c1 (stereo not drawn)	-2	-4	-2
CCn1nc(-c2ccccc2)c(-c2ccccc2)c(C(=O)NC2CCS(=O)(=O)C2)c1=O (stereo not drawn)	-8	-7	-3
NC(=O)c1cc2ccc(O)cc2oc1=Nc1cccc(F)c1	-4	-3	8
Cc1ccc2nc(C)n(C3CCN(C(=O)CCC4CCCCC4)CC3)c2c1	-4	-4	.
Cc1cc(C(=O)N(Cc2cccnc2)c2nc3ccc(F)cc3s2)nn1C	-2	.	5
CNC(=O)c1nnc2n1CCN(C(=O)c1cccc(C)c1C)C2	-5	.	9
CCCCC1CCCN1C(=O)c1sc(N)nc1CC (stereo not drawn)	-3	.	10
N#CC(C#N)=Cc1cccc(OCc2ccccc2)c1	-3	21	3
Cc1ccc(NC(=O)N2CCC(Cc3ccc(C(C)(C)C)cc3)CC2)cc1	-5	-6	24
CS(=O)(=O)c1sc2nc(-c3ccccc3)cc(-c3ccccc3)c2c1N	-5	.	14
COC(=O)c1ccc(NCC(=O)N(c2ccccc2)C2CCS(=O)(=O)C2)cc1 (stereo not drawn)	-5	.	-1
CCOC(=O)CCC(=O)Nc1ccc(-n2nc(OC(C)C)nc2-c2cccc(C(F)(F)F)c2)cc1	-6	-6	9
Cc1cccc(NC(C)c2nnc(-c3cccs3)o2)c1C (stereo not drawn)	-9	-18	0
CC1(C)CC(=O)c2cc3c4ccccc4ccc3[n+](-c3ccccc3)c2C1	-5	.	8
c1ccc2oc(N3CCN(Cc4nc(-c5cnccn5)no4)CC3)nc2c1	-10	-10	14
CCOC(=O)c1c(C)n(-c2ccccc2)c2ccc(OC(=O)c3ccc(-c4ccccc4)cc3)cc12	-3	.	-1
CC(=O)Nc1nonc1NC(=O)C12CC3CC(CC(C3)C1)C2	-12	-4	.
CCCNc1nc2c(C)cccn2c(=O)c1C=C1SC(=S)N(CCCOC)C1=O	-5	-8	14
O=C(O)c1cn(CC2CCCO2)cc2c(=O)n(-c3ccccc3)nc1-2 (stereo not drawn)	-7	.	-5
O=C(NC1CCCCC1)c1ccccc1Oc1ccccc1	-5	-7	1
CC(C)(C)NC[C@H](O)c1ccc(O)c(CO)c1	-4	.	-1
COc1ccc(C(=O)N2CCc3ccccc3C2c2ccc(Cl)cc2)cc1 (stereo not drawn)	-6	-6	-5
CCOCCCN(CC(=O)N1CCc2sccc2C1c1ccc(Cl)cc1)C(=O)CCC1CCCC1 (stereo not drawn)	-4	-6	-4
O=C1CCC(CCNCc2cc3c(cc2Cl)OCO3)N1CC1C2CC3CC(C2)CC1C3 (stereo not drawn)	-5	-10	19
O=C1OC(c2cc([N+](=O)[O-])ccc2Cl)=N/C1=C\C=C\c1ccccc1	-3	.	-2
CC(NCC(=O)Nc1ccc(F)c(F)c1)c1cc(F)c(Cl)cc1Cl (stereo not drawn)	0	.	0
COc1ccc(/C=C2\C=C(c3ccccc3)N(c3ccc(C(C)=O)cc3)C2=O)cc1Br	-1	-4	5
CCOC(=O)Cc1cc(=O)[nH]c(N=C(NC(=O)c2ccccc2)Nc2cccc(Cl)c2C)n1	-4	-8	2

Molecules shown so far that have fluorine, in the order listed:
SMILES	hcGAS inh	mcGAS inh	NPYLR7 agonist
COC(=O)c1ccc(CSc2ncnc3c2nnn3Cc2ccc(F)cc2)o1	-5	-2	17
O=C(/C=C/c1cccs1)N1CCCC(c2nc(-c3cccnc3)ncc2-c2ccccc2F)C1 (stereo not drawn)	-4	-10	23
COCCN(CC(=O)N(Cc1cccn1Cc1ccccc1Cl)CC(C)C)C(=O)c1cccc(C(F)(F)F)c1	-6	-4	-13
COc1cccc(-c2cnc(-c3cccc(CNC(=O)c4cc(F)cc(F)c4)c3)[nH]2)c1	-3	-5	1
OCc1cnc(SCc2ccc(Br)cc2)n1Cc1ccc(F)cc1	-6	-8	3
CCNC(=O)Nc1ccc(N(C)C)c(CN(C(=O)Nc2cccc(F)c2)C(C)C(C)C)c1 (stereo not drawn)	-4	-8	18
COCCN(Cc1cccn1Cc1ccccc1)C(=O)CN(CCC(C)C)C(=O)c1ccc(C(F)(F)F)cc1	-3	-3	13
COc1cccc(Cc2nsc(N(CCC(=O)N3CCN(c4ccccc4F)CC3)Cc3ccco3)n2)c1	-4	0	-12
CCCCCc1ccc(C(=O)Nc2ccc(-n3nc(OCC(C)C)nc3-c3ccc(C(F)(F)F)cc3)cc2)cc1	2	-2	7
NC(=O)c1cc2ccc(O)cc2oc1=Nc1cccc(F)c1	-4	-3	8
Cc1cc(C(=O)N(Cc2cccnc2)c2nc3ccc(F)cc3s2)nn1C	-2	.	5
CCOC(=O)CCC(=O)Nc1ccc(-n2nc(OC(C)C)nc2-c2cccc(C(F)(F)F)c2)cc1	-6	-6	9
CC(NCC(=O)Nc1ccc(F)c(F)c1)c1cc(F)c(Cl)cc1Cl (stereo not drawn)	0	.	0
